EP2 antag: inhibitors of human EP2 prostaglandin E2 receptor. 260,000 compounds, 0.52% hits. inhibition, % at 25 µM. P43116. C6 glioma cells expressing human EP2, cAMP TR-FRET; cells stimulated with saturating PGE2;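 active = percent inhibition above 40 after rounding to a whole number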;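 also: rat C6 glioma host cells with rolipram phosphodiesterase inhibitor present; the protocol text gives 20 µM as final concentration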
TRPML3 agonist: activates the human TRPML3 channel; Q8TDD5; HEK293 TRPML3-YFP, Fluo-8 calcium fluorescence; 100% = the carbachol control signal; activation, % at 3 µM; 220,000 compounds, 0.29% hits;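 active = activation above its plate's cutoff, the mean activation of the plate's test wells plus 3 SD, cut at about 12% in these data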;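 also: 0% = DMSO only wells and 100% = carbachol wells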
Target sequence (Q8TDD5 whole entry, looked up): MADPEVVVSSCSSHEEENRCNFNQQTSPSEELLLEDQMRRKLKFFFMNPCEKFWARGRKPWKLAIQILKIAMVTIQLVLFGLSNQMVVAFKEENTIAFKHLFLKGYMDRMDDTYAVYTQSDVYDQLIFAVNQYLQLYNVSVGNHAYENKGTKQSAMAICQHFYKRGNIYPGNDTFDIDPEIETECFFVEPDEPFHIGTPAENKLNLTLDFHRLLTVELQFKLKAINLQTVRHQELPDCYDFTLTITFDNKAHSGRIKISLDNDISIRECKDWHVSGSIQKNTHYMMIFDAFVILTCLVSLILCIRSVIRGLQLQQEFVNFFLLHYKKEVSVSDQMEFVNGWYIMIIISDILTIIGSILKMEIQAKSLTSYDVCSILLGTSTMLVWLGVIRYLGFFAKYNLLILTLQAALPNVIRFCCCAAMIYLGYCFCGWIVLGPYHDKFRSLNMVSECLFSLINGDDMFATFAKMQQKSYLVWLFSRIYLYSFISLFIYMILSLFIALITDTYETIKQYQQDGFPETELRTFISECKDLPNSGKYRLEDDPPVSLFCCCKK
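Material: HEK293 cells stably carrying human TRPML3-YFP; compound dosing: single dose, 3 µM final nominal compound, 0.3% DMSO final; incubation: 1-h 37 °C dye load, 5-s basal, 120-s post-compound reads; technique: Fluo-8 intracellular calcium fluorescence, excitation 470-495 nm, emission 515-575 nm; read-out basis: percent activation from peak-to-basal fluorescence ratio, scaled between DMSO and carbachol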
14-3-3 Bad inh: disrupts binding of bovine 14-3-3 zeta to phospho-Bad peptide; TR-FRET 14-3-3zeta/Dy647-pBad peptide displacement, 1 h; inhibition, % at 21.7 µM; AID 781; P63103; 220,000 compounds, 0.71% hits;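 active = inhibition above about 70%, limit read from the data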;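 also: 0% = full 14-3-3 plus peptide FRET controls and 100% = background without 14-3-3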
zfTRPN1 agonist: activates the zebrafish TRPN1 channel; HEK293 zebrafish TRPN1-YFP, Fluo-8 calcium fluorescence; 100% = response to 87 µM carbachol; activation, % at 3 µM; 220,000 compounds, 0.18% hits; AID 1424;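 active = activation above its plate's cutoff, the mean activation of test wells on that plate plus 3 SD, cut at about 19% in these data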;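 also: 0% = DMSO alone and 100% = 87 µM carbachol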
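Assay system: Zebrafish TRPN1-YFP in HEK293 cells | Incubation: Dye loading 1 h at 37 °C, then 30 min room temperature | Measured by: Kinetic Fluo-8 fluorescence, ex 470-495, em 515-575 nm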
NPY1 pot ag: potentiators or agonists of human neuropeptide Y receptor Y1; P25929; NPY-Y1 expressing cells, potentiator/agonist activation; activation, % at 3.6 µM; 220,000 compounds, 0.37% hits; AID 1304; in the data active = activation above about 33%, passing the limit was not always enough;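 also: cells stimulated with NPY at EC10 then isoproterenol at EC100; 0% = low agonist plus stimulus and 100% = saturating agonist plus stimulus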
Target sequence (P25929 whole entry, looked up): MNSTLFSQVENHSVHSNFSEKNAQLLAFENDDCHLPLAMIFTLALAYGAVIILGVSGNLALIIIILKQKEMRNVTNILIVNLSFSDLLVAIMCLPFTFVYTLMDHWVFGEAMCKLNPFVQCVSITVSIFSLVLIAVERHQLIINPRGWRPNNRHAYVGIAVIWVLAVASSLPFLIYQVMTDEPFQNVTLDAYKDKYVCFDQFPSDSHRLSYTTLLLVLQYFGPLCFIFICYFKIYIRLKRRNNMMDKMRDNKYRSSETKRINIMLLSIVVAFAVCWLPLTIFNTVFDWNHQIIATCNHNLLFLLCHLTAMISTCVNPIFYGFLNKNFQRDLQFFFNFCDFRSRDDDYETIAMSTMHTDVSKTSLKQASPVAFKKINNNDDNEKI
PPC-1+TRAIL kill: PPC-1 cancer cell killing with TRAIL present; AID 1443; cell killing (% activity), % at 4 µM; 220,000 compounds, 0.41% hits; PPC-1 cells + TRAIL, ATPLite viability luminescence;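 active = cell killing above 50% in the first pass at 4 µM, then a duplicate retest at 5 µM averaging 50% or more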;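 also: plate controls were cells with TRAIL plus DMSO for no effect and medium-only wells lacking cells for full effect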
EP2 mod: EP2 receptor (human) modulation; P43116; EP2-expressing cells, cAMP HTRF FRET, PGE2 co-stimulation; induction, % at 25 µM; 260,000 compounds, 0.83% hits; AID 940;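 active = compounds whose cAMP rise, as percent of the full-agonist control response, exceeds 60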;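 also: rat C6 glioma line stably carrying human EP2 under a CMV promoter; the protocol text gives 20 µM as final concentration; 100% = response of wells given 1 µM PGE2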
NPY-Y1 antag: blocks the human neuropeptide Y Y1 receptor; P25929; HEK293-CNG Y1 cells, membrane potential fluorescence; NPY at EC95, then isoproterenol; inhibition, % at 3.6 µM; 200,000 compounds, 1% hits;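 active = inhibition above the campaign mean inhibition of all tested compounds plus 3 SD, cut at about 20% in these data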;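 also: 0% = DMSO wells given NPY plus isoproterenol and 100% = isoproterenol alone without NPY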
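Test system – HEK293 Y1/CNG channel cell line · Also added – NPY agonist 25 nM, then isoproterenol 1 µM plus Ro 20-1724 25 µM · Compound dosing – one concentration, 3.6 µM, in 0.4% DMSO · Schedule – compound incubation 1 h at room temperature, readout 45 min post-stimulation · Technique – fluorescence, membrane potential probe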
CHOP inhibitor: blocks CHOP induction under ER stress; CHO-K1 CHOP-promoter luciferase, tunicamycin-induced, 15-18 h; inhibition, % at 10 µM; 220,000 compounds, 3.8% hits;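 active = compounds that reduced the stress-induced luciferase reporter signal by more than about 70% of percent inhibition, limit read from the data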;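 also: 0% = tunicamycin plus vehicle and 100% = wells without tunicamycin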
* marks the source's active call; other numbers are inactive results; . = no result given; & = joins results of further samples; [ ] = remark or other dose. Some of the compounds tested. The share of hits here may be higher or lower than overall.

SMILES	EP2 antag	TRPML3 agonist	14-3-3 Bad inh	zfTRPN1 agonist	NPY1 pot ag	PPC-1+TRAIL kill	EP2 mod	NPY-Y1 antag	CHOP inhibitor
COc1cc(OC)c(OC)cc1CN1CCN(S(=O)(=O)c2ccc(F)cc2)CC1	15.1	0.5	26.7	-0.2	12.5	5.8	28.9	0.7	-0.7
O=C(NC1CCCCC1)C(c1ccc2ncccc2c1)N(Cc1ccccc1)C(=O)c1ccc2c(c1)OCCO2 (configuration not stated)	16.2	0.2	-6.6	1.5	-6.3	16.2	21.2	4.7	-19.3
COc1ccc(OC)c(NC2=NC3(CCCCC3)N=C(N)N2)c1	14.7	0.4	5.8	-0.8	-6.5	12.0	14.6	-0.9	16.1
C/C(=N\Nc1nc(C)cc(C)n1)c1ccc(N2CCOCC2)cc1	4.1	0.3	-3.3	-0.3	4.9	14.9	-22.2	-2.6	-12.8
O=C(NC(=S)Nc1ccccn1)c1ccco1	3.4	0.3	-8.6	-0.7	22.6	10.7	15.3	3.0	-17.2
CC(C)(C)CC(C)(C)NC(=O)/C=C/C(=O)O	7.7	1.4	1.6	0.4	-3.7	13.8	-18.4	.	3.4
O=C(O)CC(CC(=O)Nc1ccc2ccccc2n1)c1ccccc1 (configuration not stated)	3.2	0.2	-9.5	-0.1	-0.6	7.0	17.1	.	1.5
COc1ccc(C(=S)N2CCN(C)CC2)cc1	7.8	0.7	.	-1.3	-9.5	20.6	-2.6	-2.2	1.2
CC(C)(C)NC(=O)CN(C(=O)CN1C(=O)C(=O)c2ccccc21)C(C)(C)C	3.2	1.0	-1.1	1.0	3.4	20.6	-0.4	2.0	-5.4
COC(=O)c1ccc(NC(=O)CN(Cc2ccc(Cl)cc2)S(C)(=O)=O)cc1	3.0	0.0	8.4	-1.0	1.1	5.8	-28.9	2.0	23.2
COc1ccc(N2C(=O)C3CC(C)=C(C)CC3C2=O)c(OC)c1 (configuration not stated)	11.6	0.1	-10.3	0.8	-7.5	10.8	15.7	3.6	-11.2
Cc1ccc2c(c1)C(=O)CC1(CCCCCC1)O2	19.2	.	8.6	.	.	-0.4	6.6	.	68.2
CC(=O)Nc1ccc(S(=O)(=O)Nc2ccc(-c3ccc4nnc(C)n4n3)cc2)cc1	7.1	2.1	-14.8	0.6	0.1	26.6	22.7	3.3	-7.3
Cc1cc(C)c2c3c(cn2n1)c(=O)n(C)c(=O)n3C	10.0	0.4	.	0.0	4.7	.	.	-0.1	.
Cc1cc(=O)oc(C)c1C(=O)Nc1ccc(F)cc1	12.3	0.8	-11.4	1.8	5.3	-10.0	11.7	.	6.5
CN1C(=O)CS(=O)c2ccc(C(=O)NCCC3=CCCCC3)cc21 (configuration not stated)	9.8	1.1	-0.3	2.9	11.5	1.8	-12.5	0.5	6.4
CCn1cnc2c1c(=O)n(CC(=O)Nc1cc(C)on1)c(=O)n2Cc1ccccc1	4.7	0.8	12.8	0.5	-13.4	19.2	4.1	-1.5	0.4
Cc1ccc2c(c1)nc(NCCO)n2C	17.4	-0.4	0.4	-0.5	-13.5	4.1	-10.0	-4.0	-11.6
S=c1[nH]c2cc3ccccc3cc2[nH]1	2.2&3.1	0.8&0.4	5.0&6.6	-0.1&0.8	0.1&13.0	23.3&12.9	-18.3&-13.5	.	-7.9&22.7
O=C(c1ccccc1[N+](=O)[O-])N1CCc2ccccc2C1	-0.2	0.4	7.6	-0.6	25.4	33.4	5.4	-1.8	5.4
O=c1[nH]c2ccc(NC(=S)NCc3ccccc3)cc2[nH]1	1.8	0.6	-1.5	1.3	-5.0	8.0	11.9	.	-7.9
Cc1cccc(N2CCN(C(=O)CCc3nc4ccccc4[nH]3)CC2C)c1 (configuration not stated)	6.8	-0.1	-4.0	1.4	-1.8	27.9	-5.5	1.1	34.1
Cc1cccc(NC(=O)c2ccc(-n3ccnc3)nc2)c1	5.0	0.4	-10.3[fluorescence artefact?]	1.1	12.7	5.0	1.6	-2.8	15.6
Cc1cc(Br)ccc1NC(=O)CCSc1ccccc1	4.1	-1.1	5.8	-0.3	-0.1	6.5	-38.1	-0.1	17.2
Cc1cc(=O)oc(C)c1C(=O)OCC(=O)c1ccc(Cl)cc1	6.5	0.6	1.2[fluorescence artefact?]	1.2	12.1	4.3	-3.3	-1.7	15.7
Cc1ccc(NC(=O)NN(C)c2c(Cl)c(Cl)nn2C)cc1	2.0	0.9	1.9	0.1	11.1	-7.2	-23.9	-3.7	-8.7
CCOC(=O)/C=C/S(=O)(=O)c1ccc(NC(C)=O)cc1	4.2	1.2	-1.6	-0.5	2.9	0.0	5.7	-2.4	.
CCOC(=O)C1(Cc2ccccc2C(F)(F)F)CCN(C(C)COC)CC1 (configuration not stated)	4.9	0.7	-6.8	0.5	-0.7	2.0	-6.1	11.3	28.9
COc1cc(NC(=O)CSCC(=O)Nc2cc(OC)cc(OC)c2)cc(OC)c1	3.3	0.2	1.6	-0.5	28.8	-4.4	15.1	.	-6.4
O=C(Nc1sc2c(c1C(=O)O)CCC2)c1ccco1	6.5	0.6	-20.7	0.0	8.1	-7.7	-8.8	3.8	3.0
CC(C)C(=O)n1nc(-c2cccnc2)nc1NCc1ccc(F)cc1	3.2	0.3	9.2	-1.2	8.0	10.1	29.1	0.6	19.0
COc1cccc(-c2nnc3sc(-c4cccs4)nn23)c1	13.0	0.3	-18.8	0.3	3.8	15.0	32.2	1.9	61.0
Cc1nn(Cc2c(Cl)cccc2Cl)c(C)c1C(=O)NCc1ccc(C)n1C	4.0	0.7	6.9	1.1	9.1	0.4	74.7*	7.2	0.4
O=C(N/N=C/c1ccccn1)c1cc(-c2ccccc2)nc2ccccc12	8.0	0.6	-14.2	4.0	-0.9	9.9	-9.5	.	2.7
O=C1CC(c2ccc(F)cc2)CC(O)=C1C=NCCN1CCN(C(=O)Nc2ccccc2)CC1 (configuration not stated)	4.8	0.1	2.1[fluorescence artefact?]	0.5	11.1	21.8	20.5	-0.7	52.2
Cc1ccc(N2CC(C(=O)N/N=C/c3sccc3C)CC2=O)cc1 (configuration not stated)	3.0	0.2	2.5	-3.1	-21.1	13.2	-8.3	1.3	-1.4
CCOc1nnc(C)c2c(C)n(-c3ccc(Cl)cc3)nc12	10.6	-0.9	-1.8[fluorescence artefact?]	-2.3	17.6	25.4	17.5	4.8	25.1
S=c1[nH]nc(-c2ccncc2)n1CC1CCCO1 (configuration not stated)	8.9	0.6	-11.8[fluorescence artefact?]	0.3	-14.3	13.6	13.1	1.0	8.1
CCNC(=O)N1CCNC(=O)C1CC(=O)Nc1ccc(C(=O)OCC)cc1 (configuration not stated)	10.1	0.5	5.2[fluorescence artefact?]	0.3	7.9	4.7	24.4	0.9	22.4
COc1ccccc1N1CCN(Cc2ccco2)CC1	6.3&7.4	-0.2	.	0.4	3.5	10.8	5.1&-12.0	3.0	0.8
O=c1cc2oc3cc(O)c(O)cc3c(-c3ccccc3O)c-2cc1O	10.8	12.3*	48.3	17.6	-2.3	5.5	-26.9	.	23.1
CCCCOc1ccc(CSc2nncn2N)cc1	8.5	-0.3	5.4	-0.6	0.0	17.6	27.2	3.1	1.9
CC(C)(C)c1ccc(OC(=O)CN2C(=O)C3C4CCC(C4)C3C2=O)cc1 (configuration not stated)	3.8	-0.6	3.8	-3.0	7.7	24.3	-26.0	-3.2	60.5
CCCOC(=O)CCCCCCCCC(O)CN1CCCCC1 (configuration not stated)	7.8	0.8	-0.2	-1.1	0.4	-10.3	-12.1	2.9	14.3
Cc1[nH]c2ccccc2c1CCC(N)=O	5.1	0.4	-12.6	0.1	4.9	8.7	5.5	9.3	-9.6
COCCNC(=O)c1c(C)cc(C)cc1C	10.1	-0.3	-1.4	1.5	-6.1	43.1	-8.1	-1.0	-2.9
CN(C)/C=C1\N=C(c2cccs2)OC1=O	9.2	0.6	-5.1[fluorescence artefact?]	0.8	11.7	2.6	22.9	-4.6	-6.5
COc1ccc2c(c1)[nH]c1c(=O)n(N)cnc12	2.0	0.0	-1.4	1.3	-16.4	4.6	-1.0	-2.7	-7.0
COc1cc(NC(=O)Cn2cnc3sc(C)c(S(=O)(=O)N4CCN(C)CC4)c3c2=O)cc(OC)c1OC	2.0	1.0	1.1	0.3	3.3	8.8	-2.5	1.6	2.2
COc1ccc(NC(=O)CSc2nnc(-c3cccs3)n2-c2ccccc2)cc1	16.4	0.5	-4.3	1.2	2.9	-6.2	8.4	-5.4	-9.5
Carrying on:
SMILES	EP2 antag	TRPML3 agonist	14-3-3 Bad inh	zfTRPN1 agonist	NPY1 pot ag	PPC-1+TRAIL kill	EP2 mod	NPY-Y1 antag	CHOP inhibitor
Cc1occc1C(=O)N/N=C/c1ccc(Br)s1	0.4	-0.1	-6.9	-1.6	2.4	10.8	-23.1	0.4	-12.0
CC1(C)CC(=O)c2cc3c(N)c(C(=O)NCc4ccccc4)sc3nc2C1	10.0	0.1	-3.0[fluorescence artefact?]	-0.8	-2.2	8.7	0.5	1.1	48.0
O=C(C1=C[C@@H](c2coc3ccccc3c2=O)C[C@@H](OCCCCO)O1)N1CCOCC1	7.1	0.1	2.6	-1.6	1.1	19.8	0.8	-2.1	14.1
COc1ccc(CN(C(=O)c2cccs2)c2ccccc2)cc1	6.1	-0.4	-4.0	-1.8	1.7	-1.5	41.5	1.6	17.7
O=C(COc1cccc(F)c1)N[C@@H](Cc1ccccc1)c1nc2ccccc2[nH]1	3.1	-1.0	-0.3	-2.3	-12.3	18.6	-5.3	3.8	35.7
O=S(=O)(NCc1csc(-c2cccs2)n1)c1ccc(Cl)cc1	12.0	-1.0	-0.1	-1.6	-7.6	-1.8	-8.7	.	-0.4
COc1ccccc1Cn1[nH]nnc1=S	10.4	1.7	3.3	0.6	6.8	10.6	19.1	.	1.6
CCCCc1nc(NCCNC(=O)c2ccccc2)c(C#N)c2c1CSC(C)(C)C2	16.7	0.2	-15.0	-1.2	4.0	4.9	10.5	2.4	63.6

Pulled by structure from above (three):
SMILES	EP2 antag	TRPML3 agonist	14-3-3 Bad inh	zfTRPN1 agonist	NPY1 pot ag	PPC-1+TRAIL kill	EP2 mod	NPY-Y1 antag	CHOP inhibitor
O=C(COc1cccc(F)c1)N[C@@H](Cc1ccccc1)c1nc2ccccc2[nH]1	3.1	-1.0	-0.3	-2.3	-12.3	18.6	-5.3	3.8	35.7
CC1(C)CC(=O)c2cc3c(N)c(C(=O)NCc4ccccc4)sc3nc2C1	10.0	0.1	-3.0[fluorescence artefact?]	-0.8	-2.2	8.7	0.5	1.1	48.0
COc1ccccc1Cn1[nH]nnc1=S	10.4	1.7	3.3	0.6	6.8	10.6	19.1	.	1.6
